TRHR agonist = TRH receptor (human) agonism; TRHR cells, calcium flux fluo-8, FDSS agonist mode; activation, % at 2 µM; actives 0.18% (n = 360,000); in the data active = activation above about 30%; also: 0% is about no effect
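TRHR-expressing cells, plated overnight in medium with 10% serum, were loaded with fluo-8 calcium dye at room temperature. After a 10 s baseline, library compound was pin-added and calcium release was recorded kinetically (ex 480/em 530) as agonist response.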
TrxR1 substrate = is turned over as a substrate by rat TrxR1; Potency, µM (series often up to 114 µM), for the others: at the highest dose activity change, negative = substrate turnover; O89049; actives 0.01% (n = 390,000); AID 588456; purified TrxR1 substrate turnover, NADPH consumption readout; also: potency is read from the fitted curve at half-maximal effect; % is scaled to controls: 0 for no effect and ±100 for the full control effect; nearly all actives have a fitted effect of over 50% in size
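Rat TrxR1, dispensed at 90 nM, was prereduced with 400 uM NADPH (final) for 5 min at ~22 deg C, then incubated with compound 15 min before 400 uM selenite. A first-read NADPH fluorescence drop versus no-compound background flagged substrates.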
Pin1 inhibitor = inhibitors of human Pin1 | AID 504891 | Potency, µM (titrated, usually from 115 µM), inactives show at the top dose activity, negative = inhibition, actives largely listed as inhibitors | Pin1 FP peptide displacement, HiFluor488, 10 min | actives 0.009% (n = 390,000); active = well fitted inhibition curve with a large enough effect in the polarisation, with a control signal flat, not every such curve was filed as active; inconclusive = small, poorly fitted or top-dose-only effect, or effect the other way, or a change in a side signal; inactive = no such curve, though single readings can be large or run the other way; the % refers to the polarisation; also: potency is read from the fitted curve at half-maximal effect; % is scaled to controls: 0 for no effect and ±100 for the full control effect
Target sequence (Q13526 whole entry, looked up): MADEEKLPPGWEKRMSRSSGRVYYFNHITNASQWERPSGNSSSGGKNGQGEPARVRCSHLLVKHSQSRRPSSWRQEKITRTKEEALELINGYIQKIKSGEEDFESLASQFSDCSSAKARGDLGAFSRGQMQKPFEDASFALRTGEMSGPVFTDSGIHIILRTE
rTrxR1 inhibitor = blocks rat thioredoxin reductase 1; recombinant rTrxR1, NADPH fluorescence consumption, selenite substrate; AID 588453; actives 1% (n = 390,000); Potency, µM (highest dose often 114 µM), for the others: at the highest dose activity change, negative = inhibition, most hits filed as inhibitors; O89049; also: potency is read from the fitted curve at half-maximal effect; % is scaled to controls: 0 for no effect and ±100 for the full control effect; nearly all actives have a fitted effect of over 65% in size
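Rat TrxR1 (90 nM in the dispensed reagent) was pre-reduced with 400 uM NADPH for 5 min at room temperature, then incubated with compound for 15 min. After 400 uM selenite was added, NADPH fluorescence (Ex 340/Em 450 nm) was followed for 8 min.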
TRHR enhancer = TRH receptor (human) allosteric enhancement; TRHR cells, fluo-8 calcium fluorescence, EC20 TRH enhancement; P34981; AID 493056; actives 0.66% (n = 360,000); enhancement, % at 2 µM; in the data active = enhancement above about 30%; also: 0% is about no effect
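TRHR-expressing cells loaded with fluo-8 calcium dye were read kinetically (ex 480/em 530) during compound addition, then stimulated with an EC20 of TRH (10 nM final). Enhancement of the Gq-mediated intracellular calcium response was scored.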
D2 antag = antagonists of human D2 dopamine receptor; P14416; actives 2% (n = 340,000); HEK293 TREx D2 cells, calcium flux, dopamine EC80; inhibition, % at 10 µM; in the data active = inhibition above about 30%; also: 0% is about no effect
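Compounds are added to dye-loaded, induced HEK293 T-REx cells coupled to calcium release via D2; after a 3 min kinetic read an EC80 dopamine stimulus is given and fluorescence is recorded for 3 more min.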
mIDH1 inhibitor = human IDH1 R132H inhibition. actives 0.093% (n = 390,000). Potency, µM (doses to about 76.6 µM), without a hit: top-dose activity change, negative = inhibition, hits mostly inhibitors. IDH1-R132H enzyme, NADPH consumption, diaphorase/resazurin fluorescence; also: potency is read from the fitted curve at half-maximal effect; % is scaled to controls: 0 for no effect and ±100 for the full control effect; nearly all actives have a fitted effect of over 65% in size
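IDH1-R132H (0.5 ug/mL dispensed) in pH 7.5 Tris buffer was preincubated 30 min with compound, then given a substrate mix of 0.016 mM NADPH and 2 mM alpha-KG for 80 min at room temperature; remaining NADPH was read by diaphorase/resazurin fluorescence.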
D2 ag = D2 dopamine receptor (human) agonism. activation, % at 2 µM. HEK293 T-REx D2 cells, calcium flux agonist mode. actives 0.53% (n = 340,000). AID 485358. P14416;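 active = activation over 3 SD above normal in the single-dose calcium agonist read, cut at about 30% in these data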; also: 0% is about no effect
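HEK293 Trex D2 cells, tetracycline-induced, o/n 30 C 5% CO2; no-wash Ca dye, RT 30–90 min; 10-cycle baseline, 23 nl cpd added, kinetic Ca read 180 s; agonist hits = positive Ca response.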
USP1-UAF1 inh = inhibitors of human USP1/UAF1 deubiquitinase | Potency, µM (series often up to 57.1 µM), for inactives: at the highest dose activity change, negative = inhibition, usual class: inhibitors | recombinant USP1/UAF1, Ub-Rhodamine cleavage fluorescence | actives 0.23% (n = 390,000); also: potency is read from the fitted curve at half-maximal effect; % is scaled to controls: 0 for no effect and ±100 for the full control effect; nearly all actives have a fitted effect of over 60% in size; inactives centre near -12
Target sequence (O94782 whole entry, looked up): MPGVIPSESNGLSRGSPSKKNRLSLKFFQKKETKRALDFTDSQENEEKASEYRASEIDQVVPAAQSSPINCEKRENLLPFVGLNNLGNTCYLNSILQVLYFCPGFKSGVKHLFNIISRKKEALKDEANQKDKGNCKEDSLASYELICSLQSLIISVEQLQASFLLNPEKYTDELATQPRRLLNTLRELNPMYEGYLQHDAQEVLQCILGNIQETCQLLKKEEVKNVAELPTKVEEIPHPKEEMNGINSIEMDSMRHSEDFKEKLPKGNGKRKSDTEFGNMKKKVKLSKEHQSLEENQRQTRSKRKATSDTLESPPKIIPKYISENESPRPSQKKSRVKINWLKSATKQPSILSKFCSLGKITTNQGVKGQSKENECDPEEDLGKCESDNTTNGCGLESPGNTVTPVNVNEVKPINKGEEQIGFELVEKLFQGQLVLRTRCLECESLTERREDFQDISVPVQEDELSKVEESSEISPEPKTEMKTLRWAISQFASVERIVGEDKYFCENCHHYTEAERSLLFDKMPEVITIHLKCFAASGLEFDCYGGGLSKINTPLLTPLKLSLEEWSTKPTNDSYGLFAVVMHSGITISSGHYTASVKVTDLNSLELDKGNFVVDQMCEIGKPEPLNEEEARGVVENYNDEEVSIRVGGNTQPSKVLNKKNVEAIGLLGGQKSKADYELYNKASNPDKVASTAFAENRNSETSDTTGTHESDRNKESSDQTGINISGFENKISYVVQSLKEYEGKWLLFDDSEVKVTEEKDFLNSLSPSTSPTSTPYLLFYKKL
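1 nM enzyme complex + cpd, 15 min RT; start with Ub-Rho 150nM final; kinetic fluorescence ex 480/em 540, 6 reads q60 s. Buffer 50mM HEPES pH 7.8, 0.5mM EDTA, 0.1 mg/ml BSA, 1mM TCEP, 0.01% Tween-20.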
Active calls of the source: *; ? = inconclusive; . = no result given; [ ] = remark or other dose. Unless noted, calls follow the shape of the dose curve; as a rule, active = well fitted inhibition curve with a large enough effect; inconclusive = small, poorly fitted or top-dose-only effect; inactive = no such curve, though single readings can be large or run the other way. The list is partial. The share of hits here may be higher or lower than overall.

SMILES	TRHR agonist	TrxR1 substrate	Pin1 inhibitor	rTrxR1 inhibitor	TRHR enhancer	D2 antag	mIDH1 inhibitor	D2 ag	USP1-UAF1 inh
CCCCc1cc(=O)oc2cc(C)cc(OCC(=O)NC(Cc3ccc(Cl)cc3)C(=O)O)c12 (centres undefined)	0.1	77%[activator]	-20%	14%	-1	-8	-10%	-0.3	-9%
Cc1nn2c(=O)cc(COC(=O)c3cccs3)nc2s1	0.4	-2%[57.1 µM]	1%	5%[57.1 µM]	5	.	27%	1.3	?
Cc1ccc2c(CN3CCN(Cc4ccccc4)CC3)cc(=O)oc2c1C	-0.3	0%	7%	9%	-8	-5	4%	-0.2	-13%
Cc1c(Br)c([N+](=O)[O-])nn1CC(=O)Nc1sc2c(c1C(=O)OC(C)C)CCCC2	0.0	7%	-8%	5%	-7	11	0%	0.3	-19%
CCn1c(SCC(=O)Nc2ccc(C(C)=O)cc2)nc2nc3c(cc2c1=O)CCCC3	-1.0	3%	28%	11%	8	-17	4%	0.4	-6%
CC(C)(OC(=O)c1ccc(C(F)(F)F)cc1)c1cc2ccccc2c(=O)o1	0.5	2%	4%	25%	2	-4	2%	-0.4	-30%
Cc1cc(C)n2nc(CCCCc3nc4nc(C)cc(C)n4n3)nc2n1	0.2	.	.	.	5	-2	.	0.5	.
N#Cc1cc(-c2ccccc2)nc(Oc2ccccc2)n1	-0.1	-1%	-1%	19%	-1	.	-1%	.	-26%
O=C1[C@@H]2[C@@H]3C[C@@H]([C@H]4ON=C(c5ccc(Cl)cc5)[C@@H]34)[C@@H]2C(=O)N1C1CCCCC1	-0.9	-10%	2%	-8%	19	0	-6%	-1.6	-21%
COc1ccc(C(=O)CNc2ccccc2C#N)cc1	-0.5	2%[57.1 µM]	12%	23%	1	-6	-2%	0.9	?
COc1ccc(NC(=O)NCc2ccccn2)c(OC)c1	0.1	6%	-4%	21%	-3	1	0%	2.1	-9%
COCCCNC(=O)c1cc(S(=O)(=O)N2CCOCC2)ccc1SCc1cccc(OC)c1OC	0.2	14%[57.1 µM]	2%	36%[57.1 µM]	0	8	7%	0.0	-6%
COCCCNC(=O)Cn1nc(-c2ccccc2OC)ccc1=O	-0.3	-5%	9%	-5%	2	21	4%	-0.7	-13%
CCOc1ccc2[nH]c(=O)c(C(c3nnnn3CC3CCCO3)N3CCc4ccccc4C3)cc2c1 (centres undefined)	-0.3	33%	1%	-14%	-1	-4	2%	0.3	?
Cc1nnnn1CC(=O)Nc1cccc([N+](=O)[O-])c1	0.8	-10%[57.1 µM]	-4%	25%[57.1 µM]	1	-15	9%	-0.4	-7%
CCN(CC)S(=O)(=O)c1ccc2c(c1)nc(SCc1nc3ccsc3c(=O)[nH]1)n2CC	5.4	12%[57.1 µM]	0%	2%[57.1 µM]	-12	8	-18%	0.7	-20%
O=S(=O)(/N=C(/Nc1ccc(F)c(F)c1F)c1ccccc1)c1ccccc1	-0.2	-1%	-2%	11%	1	-1	-2%	-0.3	-13%
CC(C)(C)c1ccc(CNc2ccc([N+](=O)[O-])cn2)cc1	0.1	-19%	4%	-17%	2	-4	9%	-2.2	-9%
CCn1c(/C=C/c2ccc(F)cc2)nc2ccccc2c1=O	-1.5	-3%	-2%	9%	23	1	-7%	0.3	-19%
COc1ccc(Cl)cc1CN1CCOCC1	-0.3	5%[57.1 µM]	1%	5%[57.1 µM]	3	10	0%	0.1	-16%
Cn1nnc2c(NCc3ccccc3Cl)ncnc21	-0.3	5%[57.1 µM]	6%	5%[57.1 µM]	16	.	-15%	0.4	-3%
C=CCN(c1ccccc1)S(=O)(=O)c1cccc(C(=O)NCC2CCCO2)c1 (centres undefined)	-1.6	2%	-1%	10%	21	8	-1%	0.8	-9%
COCc1nnc(NC(=O)CSc2ccccc2)s1	-0.2	-4%	-6%	-14%	6	-1	1%	-0.1	-18%
O=C(CSCc1ccccc1)NNC(=S)Nc1cccc(Cl)c1Cl	0.6	-11%	4%	-26%	4	27	10%	2.6	-6%

Ordered by number of heavy atoms (high to low): some entries from above
SMILES	TRHR agonist	TrxR1 substrate	Pin1 inhibitor	rTrxR1 inhibitor	TRHR enhancer	D2 antag	mIDH1 inhibitor	D2 ag	USP1-UAF1 inh
CCOc1ccc2[nH]c(=O)c(C(c3nnnn3CC3CCCO3)N3CCc4ccccc4C3)cc2c1 (centres undefined)	-0.3	33%	1%	-14%	-1	-4	2%	0.3	?
CC(C)(C)c1ccc(CNc2ccc([N+](=O)[O-])cn2)cc1	0.1	-19%	4%	-17%	2	-4	9%	-2.2	-9%
Cn1nnc2c(NCc3ccccc3Cl)ncnc21	-0.3	5%[57.1 µM]	6%	5%[57.1 µM]	16	.	-15%	0.4	-3%
COc1ccc(Cl)cc1CN1CCOCC1	-0.3	5%[57.1 µM]	1%	5%[57.1 µM]	3	10	0%	0.1	-16%

Later entries
SMILES	TRHR agonist	TrxR1 substrate	Pin1 inhibitor	rTrxR1 inhibitor	TRHR enhancer	D2 antag	mIDH1 inhibitor	D2 ag	USP1-UAF1 inh
O=C(CCNS(=O)(=O)c1ccc2ccccc2c1)NCCOc1ccccc1	0.5	4%	0%	15%	-8	14	2%	4.2	-14%
O=C(NCc1cc(C(F)(F)F)ccc1F)C1CCC(=O)N(C2CC2)C1 (centres undefined)	-0.1	6%	-1%	18%	-8	-16	2%	-0.2	-19%
Cc1ccc(CNC(=O)c2cncc(Br)c2)cc1	0.1	-1%	-9%	8%	18	6	-1%	-1.2	-25%
COc1ccc(CC(=O)Nc2cccc(SC)c2)cc1OC	-0.1	5%[57.1 µM]	-1%	12%[57.1 µM]	-4	-7	-3%	-0.8	-18%
O=C(CSc1nc(-c2ccco2)cc(C(F)(F)F)n1)Nc1ccc2c(c1)OCO2	-0.8	7%	35%[activator]	-11%	-10	7	0%	-0.8	-3%
Cc1cnc(C(=O)Nc2ccc(C)c(S(=O)(=O)N(C)C)c2)cn1	-0.7	3%[57.1 µM]	2%	6%[57.1 µM]	7	8	-4%	-0.9	-2%
O=C(Cn1cc(C(F)(F)F)ccc1=O)Nc1cc(S(=O)(=O)N2CCOCC2)ccc1Cl	-0.6	-4%	-4%	-6%	-5	16	-1%	0.0	-17%
Cc1ccc2cc(C(c3nnnn3Cc3ccccc3)N3CCc4ccccc43)c(=O)[nH]c2c1C (centres undefined)	0.1	-3%	?	?	21	3	2%	0.0	-24%
CCN(CC)c1nc(-c2ccc(Cl)cc2)cc(C(F)(F)F)c1C#N	0.4	7%	9%	12%	-10	10	1%	0.6	8%
Cc1cc[n+](C2=C([O-])c3ccccc3C(=O)/C2=N\S(=O)(=O)c2cccs2)cc1C	-0.1	-4%	4%	27%	-4	.	-9%	.	-16%
Cc1nn(C(C)(C)C)c(NC(=O)c2ccc(Cl)cc2Cl)c1Br	-0.3	5%[57.1 µM]	2%	7%[57.1 µM]	-5	-6	10%	0.2	-10%
O=C(CSCCO)Nc1cccc(C(F)(F)F)c1	0.0	6%	4%	19%	-4	10	-5%	0.7	-13%
COc1cccc(Oc2cc(NN3CCCCC3)c([N+](=O)[O-])cc2[N+](=O)[O-])c1OC	-0.2	-11%	-1%	-9%	-1	13	2%	0.5	?
FC(F)(F)c1cc(-c2ccco2)nc(NCc2ccco2)n1	0.0	7%[57.1 µM]	9%	?	17	4	2%	-0.3	-25%
c1ncn(C23CC4CC(CC(C4)C2)C3)n1	-0.3	-2%	0%	1%	-2	-2	3%	0.2	-6%
Fc1ccc(NCc2nnc(SCc3ccccc3)o2)cc1	-1.0	-13%	-14%	-125%	1	-6	-1%	-0.9	-18%
COc1ccc(/C(C)=N/NC(=O)c2nnn(-c3nonc3N)c2-c2cccs2)cc1OC	0.2	38%[activator]	1%	41%	5	11	-3%	0.8	-28%
CCCCc1nc2sc3c(=O)n(N)cnc3c2c2c1CCC2	0.4	7%	0%	19%	1	8	-3%	-0.3	-12%
CC(C)CN(C(=O)CSc1nc2ccccc2c(=O)[nH]1)c1c(N)n(CC(C)C)c(=O)[nH]c1=O	.	-2%	-7%	2%	.	.	-2%	.	-19%
CCOC(=O)[C@H]1[C@H]2COc3ccc(Cl)cc3[C@@H]2N2C(=O)c3cc(Br)ccc3NC(=O)[C@@]12C	0.3	4%[57.1 µM]	7%	15%[57.1 µM]	0	-1	-8%	0.8	-14%
C=CC[C@H](CC(=O)NCCO)C(=O)NC[C@@H](OC(=O)[C@H](CC=C)CC(=O)OC(C)(C)C)c1ccccc1	.	-7%[57.1 µM]	0%	9%[57.1 µM]	.	.	11%	.	-1%
Cc1cccc(N2CC(C(=O)Nc3ccc(S(=O)(=O)NCC4CCCO4)cc3)CC2=O)c1C (centres undefined)	-0.1	-11%	0%	13%[57.1 µM]	2	16	1%	0.6	-7%
O=C(COC(=O)c1ccc(-c2nnc(-c3ccccc3)o2)cc1)c1ccccc1	0.4	3%[0.457 µM]	1%	11%	1	-14	1%	0.6	-20%
Cc1ccc(S(=O)(=O)N2CCCC(C(=O)NC3CC3)C2)cc1 (centres undefined)	1.0	0%	-7%	14%	-1	9	-6%	0.2	-4%
O=C(O)/C=C\C(=O)Nc1ccccc1C(=O)N1CCC(O)(c2ccc(Cl)cc2)CC1	.	2%	-27%	-5%	.	.	-10%	.	-10%
Cc1cc(OC2CCCCC2)nc(NCc2ccccc2)n1	1.3	-1%[57.1 µM]	-7%	6%	-3	-15	0%	-0.4	4%
COc1ccc(C(C#N)N2CCCCC2)cc1OC (centres undefined)	0.2	11%	5%	6%	2	0	0%	0.9	24%
Cc1ccc(NCc2nnc(SCC(=O)OC3CCCCC3)o2)c(C)c1	0.3	-10%	3%	-1%	-1	14	5%	0.4	-13%
Cn1cc(C(=O)Nc2ccccn2)c(=O)c2ccccc21	-0.4	5%	-1%	11%	-9	7	-4%	0.3	-17%
Cc1ccc(Nc2nc(C)cs2)cc1	-0.2	-4%[57.1 µM]	7%	-5%[57.1 µM]	5	2	-3%	0.0	-15%
O=C(CSc1nccn1Cc1ccco1)Nc1ccc(OC(F)(F)F)cc1	-0.3	-2%[57.1 µM]	-11%	20%[57.1 µM]	-6	.	-5%	-1.1	-19%
